RGS4 inh – inhibitors of human RGS4. P49798. HEK293 M3R/RGS4 inducible, Fluo-4 calcium flux; hits give high values; triggered by carbachol at its EC20. 310,000 compounds, 0.45% hits. B-score at 10 µM;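 active means B-score, a plate-corrected calcium signal, over three deviations above library mean, with baseline fluorescence within five deviations of library mean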;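 further: RGS4 expression induced by doxycycline in cells with stable M3 receptor; B-score is computed from the integrated fluorescence ratio over baseline after carbachol; higher B-score means a larger calcium signal and so more RGS4 inhibition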
Target sequence (P49798 whole entry, looked up): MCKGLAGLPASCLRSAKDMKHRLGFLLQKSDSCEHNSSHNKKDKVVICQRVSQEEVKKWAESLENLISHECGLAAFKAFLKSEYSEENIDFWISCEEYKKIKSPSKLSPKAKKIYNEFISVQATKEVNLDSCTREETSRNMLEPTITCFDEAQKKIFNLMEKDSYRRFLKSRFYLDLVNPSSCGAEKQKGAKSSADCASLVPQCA
RGS4 act – potentiators or activators of RGS4; HEK293 M3R/inducible RGS4, carbachol calcium flux Fluo4; hits give low values; B-score at 10 µM; 310,000 compounds, 0.92% hits;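 active means B-score of the integrated calcium signal more than 4 SD below the library mean, with starting fluorescence not abnormally high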;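 further: negative B-score means reduced calcium response which marks RGS4 activation or potentiation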
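System – HEK293 FlpIn-TREx cells, stable M3R, doxycycline-inducible RGS4 · Reagent – ECmax carbachol challenge · Times – compound preincubation 20 min at room temperature before agonist · Technique – Fluo4 fluorescence kinetic imaging of calcium · Measure – B score of integrated Fluo4 ratio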
hERG rescue – hERG (human) protection from proarrhythmic block | 310,000 compounds, 0.51% hits | activation (rescue from dofetilide block), less the hit threshold, % at 10 µM | Q12809 | CHO-hERG, FluxOR thallium flux, dofetilide IC70 present;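 active means activation above the mean of controls blocked by dofetilide plus 5 SD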;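 further: thallium influx through hERG after potassium depolarization seen as dye fluorescence rise; in these data hits start at about 4.7%; inactives centre near -7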
PolyA inh – blocks polyadenylation in yeast reporter cells | S. cerevisiae SKY197-pL101 polyadenylation reporter, beta-gal luminescence; efflux-impaired pdr1/pdr3 knockout yeast; score 100 = 6 SD above DMSO | calls only at 12 µM | 300,000 compounds, 0.02% hits | AID 1875;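 active means lowest replicate activity score at least 50, where 100 means six control SD above control mean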;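 further: yeast exposed to compound for 9 h at 30 °C; higher score means more reporter readthrough which indicates perturbed polyadenylation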
KCNK3 block – human KCNK3 channel inhibition, primary screen; B-score at 10 µM; 340,000 compounds, 0.84% hits; O14649; CHO-KCNK3 thallium flux, FluxOR fluorescence; hits give low values;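 active means B-score under library mean minus 4 SD, starting fluorescence ratio at most library mean plus 5 SD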;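 further: more negative B-score means stronger inhibition of thallium flux through KCNK3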
Target sequence (O14649 whole entry, looked up): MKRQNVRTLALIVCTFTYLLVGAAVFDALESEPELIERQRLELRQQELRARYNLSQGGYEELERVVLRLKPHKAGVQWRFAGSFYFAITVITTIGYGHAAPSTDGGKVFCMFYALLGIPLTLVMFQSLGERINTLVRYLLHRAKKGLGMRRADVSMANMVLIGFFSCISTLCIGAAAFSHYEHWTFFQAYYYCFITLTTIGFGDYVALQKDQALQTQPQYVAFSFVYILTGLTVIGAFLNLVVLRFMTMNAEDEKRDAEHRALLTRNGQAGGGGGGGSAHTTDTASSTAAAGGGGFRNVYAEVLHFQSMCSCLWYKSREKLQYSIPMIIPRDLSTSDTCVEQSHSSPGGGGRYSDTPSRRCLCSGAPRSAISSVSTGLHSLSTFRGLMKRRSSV
KCNK9 inh – inhibitors of human KCNK9 two-pore domain potassium channel; Q9NPC2; HEK293 KCNK9, FluxOR thallium flux fluorescence; hits give low values; B-score at 10 µM; 310,000 compounds, 1.2% hits; AID 488922;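 active means ratio B-score over 3 SD below the library mean, with starting fluorescence within 5 SD of its mean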;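 further: negative B-score means less thallium flux so channel inhibition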
DYRK1A inh – blocks rat Dyrk1A kinase activity. 310,000 compounds, 0.43% hits. ADP-Glo luminescence, NFATc1 peptide. inhibition, % at 12.5 µM. Q63470; in the data active means inhibition above about 50%;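 further: plate controls were vehicle with enzyme for no effect and no enzyme for full effect; many of its hits are not listed in these tables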
KCNQ1 block – human KCNQ1 channel inhibition | P51787 | CHO-K1 KCNQ1, FluxOR thallium flux fluorescence; hits give high values | B-score at 10 µM | 310,000 compounds, 1.3% hits | AID 2642;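 active means compounds whose thallium flux B-score, printed positive for inhibition, exceeds three library SD while starting fluorescence stays within three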;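 further: channel opened by potassium depolarization with thallium stimulus after 20 min compound exposure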
KCNQ1 act – human KCNQ1 channel potentiation or activation | CHO-K1 KCNQ1, thallium flux FluxOR fluorescence; hits give high values | B-score at 10 µM | 310,000 compounds, 0.35% hits | AID 2648;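 active means fluorescence ratio B-score, a plate-corrected score, at least three library SD, with initial intensity B-score within 5 SD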
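Doses: Single concentration per compound, DMSO matched to controls | Test system: KCNQ1-transfected CHO-K1 cells | Timing: 90 min dye loading and 20 min compound exposure, both at room temperature | Measured by: Kinetic FluxOR thallium fluorescence, 10-s 1-Hz baseline, 110-s post-stimulus read | Medium: Assay buffer with matched DMSO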
GSK3 alpha inh – inhibitors of human GSK-3 alpha kinase; ADP-Glo luminescence, 60 min; inhibition, % at 10 µM; 320,000 compounds, 0.1% hits;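 in the data active means inhibition above about 50%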;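 further: GST-tagged GSK-3 alpha with peptide substrate and 25 µM ATP; 0% = DMSO neutral wells and 100% = GW8510 positive control wells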
Target sequence (P49840 whole entry, looked up): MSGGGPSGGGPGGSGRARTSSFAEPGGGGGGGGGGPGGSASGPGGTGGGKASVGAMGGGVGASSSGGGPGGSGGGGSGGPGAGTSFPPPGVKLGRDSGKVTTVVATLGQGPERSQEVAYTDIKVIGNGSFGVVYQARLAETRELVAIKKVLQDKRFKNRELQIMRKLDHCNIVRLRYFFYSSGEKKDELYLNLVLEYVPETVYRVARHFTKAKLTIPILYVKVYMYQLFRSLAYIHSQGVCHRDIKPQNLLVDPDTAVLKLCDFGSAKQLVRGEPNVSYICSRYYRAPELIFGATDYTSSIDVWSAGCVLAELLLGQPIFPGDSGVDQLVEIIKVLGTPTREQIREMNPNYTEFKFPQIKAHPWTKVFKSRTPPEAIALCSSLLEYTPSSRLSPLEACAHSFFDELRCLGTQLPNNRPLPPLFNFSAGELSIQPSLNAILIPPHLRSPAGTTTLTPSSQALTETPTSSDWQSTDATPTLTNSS
GSK3B inh – blocks human GSK3beta kinase activity | GST-GSK3beta kinase, ADP-Glo luminescence, 60 min; hits give low values | activity score (negative = inhibition), % at 10 µM | 300,000 compounds, 0.038% hits;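 active means more than half of replicate wells score below -50%, meaning over 50% inhibition versus plate controls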;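 further: 0% = median DMSO wells and -100% = median GW8510 positive control wells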
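Assay system: GST-tagged human GSK3beta kinase, cell-free; Input: 1.6 ng GSK3beta; Medium: Tris/MgCl2 kinase buffer; Timing: 60 min enzyme reaction, room temperature; Signal: ADP-Glo luminescence quantifying ADP generated by kinase; Evaluation: score relative to plate controls; Benchmarks: DMSO neutral wells and GW8510 at 20 µM as positive.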
Numbers without * were called inactive; i = inactive; . = no result given. This is a subset. The share of hits here may be higher or lower than overall.

No.	mol	GSK3 alpha inh	KCNK3 block	KCNQ1 act	KCNQ1 block	RGS4 inh	PolyA inh	RGS4 act	hERG rescue	GSK3B inh	DYRK1A inh	KCNK9 inh
1	COc1cc(CNC(=O)C2CCC(=O)N(C3CCCCCC3)C2)cc(OC)c1 (stereo not given)	-2	i	i	i	i	i	i	-7	0	-4	i
2	CCn1c(=O)c(C(=O)CN(C)Cc2ccc(F)cc2)c(N)n(Cc2ccccc2)c1=O	1	i	i	i	i	i	i	-17	1	.	i
3	CC(NC(=O)CN(C)Cc1cccc(Cl)c1)c1ccccc1 (stereo not given)	-1	i	i	i	i	i	i	-11	-1	3	i
4	O=C(c1ccco1)N1CCN(c2cc(=O)n(-c3ccc(Cl)cc3)c(=O)[nH]2)CC1	-1	i	i	i	i	i	i	-10	-1	-3	i
5	CCN(CC)CCn1c2ccccc2c2cnc(N=CN(C)C)c(C#N)c21	1	i	i	i	i	i	i	-10	4	15	i
6	CCOC(=O)C1=C(C)N=c2s/c(=C\c3ccc(OCC(=O)O)cc3)c(=O)n2C1c1ccc(OC(C)C)cc1 (stereo not given)	-2	i	i	i	i	i	i	-24	1	-5	i
7	CCc1ccc(/C=C2\CN(CC)Cc3c2nc2ccccc2c3C(=O)O)cc1	1	i	i	i	i	i	i	-12	3	.	i
8	COc1ccc(C2=Nn3c(nnc3-c3ccco3)SC2)cc1	16	i	i	i	i	i	i	-12	-2	38	i
9	Cc1ccccc1N1CC(C(=O)Nc2ccc(S(=O)(=O)N3CCCC3)cc2)CC1=O (stereo not given)	0	i	i	i	i	i	i	-8	0	0	i
10	Cc1ccc(N(CC(=O)Nc2cc(C)cc(C)c2)S(=O)(=O)c2cccc3nonc23)cc1	-1	i	i	i	i	i	i	4.9*	4	6	i
11	CCC(C)(C)NC(=O)C(OC(=O)c1ccco1)c1ccccc1F (stereo not given)	-3	i	i	i	i	i	i	-11	-3	3	i
12	CN(CC1COc2ccccc2O1)C(=O)c1cc(COc2c(F)cccc2F)on1 (stereo not given)	-2	i	i	i	i	i	i	-9	-1	-2	i
13	COc1ccc(-c2[nH]ncc2CN(C)Cc2cccnc2)c(F)c1	6	i	i	i	i	i	i	-10	1	6	i
14	COC(=O)Nc1ccc(S(=O)(=O)Nc2ccccc2F)cc1	0	i	i	i	i	i	i	-3	-3	-12	i
15	S=c1nc(-c2ccccc2)n(CCCN2CCOCC2)c2c1CCCC2	-2	i	i	i	i	i	i	6.8*	0	1	i
16	CC(=O)N1CCN=C1SCc1cccc(F)c1	-11	i	i	i	i	i	i	-2	-4	2	i
17	Cc1cc(C)c(OCC(=O)OCC(=O)N2c3ccccc3CC2C)c(C)c1 (stereo not given)	-2	i	i	i	i	i	i	-11	3	-3	i
18	CCCNc1nc(C)cc(-c2cc(-c3ccccc3)on2)n1	-3	i	i	i	i	i	i	-10	5	1	i
19	COc1ccccc1C(=O)C1CCCN(C(=O)Nc2ccccc2F)C1 (stereo not given)	-3	i	i	i	i	i	i	-9	5	-16	i
20	COc1ccc(CNC(=O)CN(Cc2ccc(Cl)cc2)S(=O)(=O)c2ccccc2)cc1	-5	i	i	i	i	i	i	-3	1	5	i
21	CC(=O)CSc1nc(N)c(C#N)c(-c2cccs2)c1C#N	.	i	i	i	i	i	i	-5	-1	2	i
22	O=C(NNC(=S)NC1CCCCC1)c1sc2ccccc2c1Cl	-3	i	i	i	i	i	i	-9	-16	0	i
23	Cc1ccc(C(C(=O)NC2CCCCC2)N(Cc2ccco2)C(=O)Cc2c[nH]c3ccccc23)o1 (stereo not given)	-3	i	i	i	i	i	i	-23	2	-2	i
24	FC(F)(F)c1cccc(NC(=S)N2CCN(c3cccc(C(F)(F)F)c3)CC2)c1	-1	i	i	i	i	i	i	-5	1	-1	i
25	COc1ccc(-c2nc(CSCC(=O)NCc3ccc4c(c3)OCO4)c(C)o2)cc1	0	i	i	i	i	i	i	-10	3	-3	i
26	COc1cccc(CNC(=O)c2cccc(S(=O)(=O)N3CCN(c4ccc(F)cc4)CC3)c2)c1	0	i	i	i	i	i	i	-8	1	-2	i
27	O=C(Cc1ccccc1)Nc1nnc(-c2cccc([N+](=O)[O-])c2)s1	-1	i	i	i	i	i	i	-11	0	-3	i
28	Fc1ccc(-c2onc3ccc(C4OCCO4)cc23)cc1	7	i	i	i	i	i	i	-12	5	8	i
29	O=C(NCc1ccc(F)cc1)c1ccc(CNc2c(N3CCOCC3)c(=O)c2=O)cc1	1	i	i	i	i	i	i	-9	1	-5	i
30	COc1cccc(N2CC(C(=O)Nc3nnc(SCC(=O)NCC4CCCO4)s3)CC2=O)c1 (stereo not given)	0	i	i	i	i	i	i	0	3	-1	i
31	CCSc1nnc(-c2cc(Br)ccc2N=Cc2c(C)[nH]n(-c3ccccc3)c2=O)c(=O)[nH]1	-2	i	i	i	i	i	i	-12	2	-4	i
32	COc1ccccc1OCC(=O)N/N=C1\CCc2ccccc21	-1	i	i	i	i	i	i	-1	-1	-1	i
33	O=C1NC(O)(c2ccccc2)Oc2ccccc21 (stereo not given)	-2	i	i	i	i	i	i	0	2	5	i
34	CCCC(=O)Nc1ccc(C(N)=O)cc1	-2	i	i	i	i	i	i	-7	2	-3	i
35	COc1cccc(C(=O)NC(=S)Nc2ccc(N3CCCC3)cc2)c1	2	i	i	i	i	i	i	-10	1	-4	i
36	CCS(=O)(=O)N1CCN(C(=O)COc2ccc(-c3ccccc3)cc2)CC1	-4	i	i	i	i	i	i	-10	3	-1	i
37	Cc1ccc(NC(=O)CCn2cccc2)cc1F	0	i	i	i	i	i	i	-9	2	9	i
38	O=C(NCCS(=O)(=O)N1CCN(c2ccccc2)CC1)c1ccc2c(c1)OCO2	-3	i	i	i	i	i	i	-14	2	14	i
39	Cc1c(C(=O)N2CCOCC2)sc(NC(=O)c2ccccc2F)c1C#N	2	i	i	i	i	i	i	-4	2	-1	i
40	Cc1ccc(-c2noc(CSc3nnc(-c4ccncc4)n3-c3ccc(F)cc3)n2)cc1	3	i	i	i	i	i	i	-13	-1	.	i
41	C#CC(=O)N(c1cccc(OC)c1)C(C(=O)NC1CCCC1)c1cccs1 (stereo not given)	-1	i	i	i	i	i	i	-8	-2	30	i
42	O=C(CN1C2=NCCN2c2ccccc21)c1ccc(Br)s1	0	i	i	i	i	i	i	-8	0	4	i
43	CSCC[C@@H](C(=O)NCc1cccs1)N1Cc2ccccc2C1=O	-1	i	i	i	i	i	i	-7	-4	2	i
44	CCC(C)[C@H](NC(=O)c1cc2cc(Cl)ccc2n1C)C(=O)N1CCC(C(=O)O)CC1 (stereo not given in full)	-2	i	i	i	i	i	i	-4	1	16	i
45	CC1OC(Oc2ccc3ccc(=O)oc3c2-c2c(O)ccc3cc(Oc4ccc5ccc(=O)oc5c4)c(=O)oc23)C(O)C(O)C1O (stereo not given)	-1	i	i	i	i	i	i	-8	1	3	i
46	COc1ccccc1CN1CCNC(=O)C1CC(=O)NCc1c(C)n[nH]c1C (stereo not given)	-2	i	i	i	i	i	i	-1	2	-4	i
47	CC(C)(C)c1ccc(NC(=O)c2cc[n+]([O-])cc2)cc1	-1	i	i	i	i	i	i	-12	0	-4	i
48	COC(=O)c1nc2n(n1)C(c1ccc(OC)c(OC)c1OC)C1=C(CCCC1=O)N2 (stereo not given)	2	i	i	i	i	i	i	-5	-2	7	i
49	Cc1cc(=O)oc2cc(OC(C)C(=O)NCC3CCCO3)ccc12 (stereo not given)	-1	i	i	i	i	i	i	-9	4	0	i
50	O=C(CCN1C(=O)C2CCCCC2C1=O)N1CCN(S(=O)(=O)c2c(F)cccc2F)CC1 (stereo not given)	5	i	i	i	i	i	i	-6	4	-5	i
51	O=C(O)c1c[nH]c2ccc(S(=O)(=O)N3CCOCC3)cc12	4	i	i	i	i	i	i	-4	-1	-3	i
52	Cc1ccc(Cl)c(OC(=O)c2nn(C(C)C)c(=O)c3ccccc23)c1	0	i	i	i	i	i	i	-6	1	.	i
53	CCc1ccc([C@@H]2C[C@H]3CN(Cc4ccccc4OC)C(=O)[C@]34CCCN24)cc1	.	i	i	i	i	i	-9.5*	-11	2	0	i
54	O=C(Cn1cc2c(n1)CCCC2)NCCc1ccccc1	-4	i	i	i	i	i	i	-4	1	-1	i
55	COc1ccc(NC2CCCN(C(=O)CCCN3CCCCC3=O)C2)cc1 (stereo not given)	1	i	i	i	i	i	i	-9	2	-1	i
56	CC1(C)OC(=O)C(C(c2ccccc2)C(C#N)C(N)=O)=C(O)O1 (stereo not given)	-2	i	i	i	i	i	i	-11	0	1	i
57	CCOC(=O)N1CCN(C2=Nc3cccc4cccc2c34)CC1	-2	i	i	i	i	i	i	-10	1	11	i
58	CC(CCc1ccccc1)NC(=O)C1CCN(C(=O)c2sccc2-n2cccc2)CC1 (stereo not given)	-1	i	i	i	i	.	i	-10	0	5	i
59	COc1ccc(-c2cn[nH]c2-c2ccc(O)cc2O)cc1OC	10	i	i	i	i	i	i	-2	3	32	i
60	N#CCCN(Cc1cccnc1)C(=O)Nc1ccc(Cl)c(Cl)c1	-3	i	i	i	i	i	i	-20	1	-5	i

Carrying on:
No.	mol	GSK3 alpha inh	KCNK3 block	KCNQ1 act	KCNQ1 block	RGS4 inh	PolyA inh	RGS4 act	hERG rescue	GSK3B inh	DYRK1A inh	KCNK9 inh
61	CC(=O)Nc1c(-c2ccccc2)nc2ncccn12	-1	i	i	i	i	i	i	-10	-1	-1	i
62	COc1ccc(-c2csc(N(CCCN(C)C)C(=O)c3ccccc3Cl)n2)cc1	4	i	11*	i	i	i	i	-4	0	5	i
63	CCOC(=O)c1c(NC(=O)c2ccco2)n(C2CCCCC2)c2nc3ccccc3nc12	8	i	i	i	i	i	i	-10	-4	31	i
64	CCOC(=O)C(CC)(CC)C(=O)/C=C/c1ccc(Br)cc1	-3	i	i	i	i	i	i	-6	-1	-2	i
65	CCn1c(NC(=O)C2CCCCC2)nc2ccccc21	-3	i	i	i	i	i	i	-8	5	3	i
